BoNT A protease = BoNT A light chain protease inhibition; multiplex microsphere protease substrate cleavage, flow cytometry; inhibition, % at 10 µM; 0.17% of 360,000 active; also: plate controls were buffer without enzyme for full effect and enzyme alone for no effect
Mtb FBA inh = inhibits M. tuberculosis FBA enzyme; P9WQA3; purified M. tuberculosis FBA, fluorescence read-out; inhibition, % at 1 µM; 2.3% of 360,000 active; AID 588726; in the data active = inhibition above about 27%;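 also: 0% = vehicle and 100% = reference inhibitor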
Anthrax LF prot = anthrax lethal factor protease inhibition | multiplex microsphere protease cleavage assay, LF | inhibition, % at 10 µM | 0.12% of 360,000 active | AID 588501; also: plate controls were buffer without enzyme for full effect and enzyme alone for no effect
Target sequence (P15917 whole entry, looked up): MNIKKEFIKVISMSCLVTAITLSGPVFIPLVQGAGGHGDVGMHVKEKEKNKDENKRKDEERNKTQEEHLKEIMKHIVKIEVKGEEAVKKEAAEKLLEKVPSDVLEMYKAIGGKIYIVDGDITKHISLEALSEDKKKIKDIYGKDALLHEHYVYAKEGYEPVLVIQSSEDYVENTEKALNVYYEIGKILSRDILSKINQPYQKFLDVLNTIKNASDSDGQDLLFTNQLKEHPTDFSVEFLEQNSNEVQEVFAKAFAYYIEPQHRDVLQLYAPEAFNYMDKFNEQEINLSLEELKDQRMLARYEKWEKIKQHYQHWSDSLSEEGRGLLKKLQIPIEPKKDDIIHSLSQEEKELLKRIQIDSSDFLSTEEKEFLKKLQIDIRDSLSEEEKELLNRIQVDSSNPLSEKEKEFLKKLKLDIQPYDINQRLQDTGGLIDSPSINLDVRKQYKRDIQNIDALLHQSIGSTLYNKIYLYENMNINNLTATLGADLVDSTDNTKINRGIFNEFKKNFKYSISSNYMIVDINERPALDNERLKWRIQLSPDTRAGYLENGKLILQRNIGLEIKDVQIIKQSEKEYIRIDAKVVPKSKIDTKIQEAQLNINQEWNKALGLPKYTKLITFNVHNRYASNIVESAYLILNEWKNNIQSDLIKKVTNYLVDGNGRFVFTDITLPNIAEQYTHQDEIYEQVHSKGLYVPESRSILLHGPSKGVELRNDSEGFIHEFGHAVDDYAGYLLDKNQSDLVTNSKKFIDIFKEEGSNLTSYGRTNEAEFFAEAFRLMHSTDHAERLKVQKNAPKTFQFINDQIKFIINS
PfHsp40 rescue = restores yeast growth despite PfHsp40 toxicity; S. cerevisiae expressing PfHsp40, growth rescue, ATP luminescence; growth rescue, % at 12.5 µM; 0.68% of 340,000 active; AID 504582; in the data active = growth rescue above about 28%, passing the limit was not always enough; inconclusive = no clear call, values can overlap the other calls;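 also: yeast W303a lacking pdr1 and pdr3 grown in galactose medium; growth measured after three days at 30 °C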
BoNT F protease = BoNT F light chain protease inhibition; Multiplex microsphere protease cleavage assay, flow cytometry; 0.22% of 360,000 active; inhibition, % at 10 µM; in the data active = inhibition above about 35%, passing the limit was not always enough; inconclusive = no clear call, values can overlap the other calls; also: plate controls were buffer without enzyme for full effect and enzyme alone for no effect
FadD28 binding = blocks FadD28 binding to the bisubstrate probe; inhibition, % at 12.5 µM; fluorescence polarization; AID 588549; 0.22% of 360,000 active; in the data active = inhibition above about 8.5%, passing the limit was not always enough; inconclusive = no clear call, values can overlap the other calls
BioA inh = blocks M. tuberculosis BioA enzyme activity; purified M. tuberculosis BioA enzyme, plate reader; inhibition, % at 9.99 µM; 0.096% of 360,000 active; AID 602481; in the data active = inhibition above about 40%; inconclusive = no clear call, values can overlap the other calls
GDH-TPI inh = inhibits GDH-TPI coupling enzymes, artifact for Mtb FBA screen; GDH-TPI coupled enzyme counterscreen, NADH absorbance; inhibition, % at 4.8 µM; 1.2% of 360,000 active; AID 588335; in the data active = inhibition above about 30%;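 also: 0% = DMSO wells and 100% = wells lacking the enzyme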
UGM FP inh = Mtb UDP-galactopyranose mutase inhibition. P9WIQ1. purified UGM, fluorescence polarization probe displacement. inhibition, % at 10 µM. 0.06% of 320,000 active; in the data active = inhibition above about 10%, passing the limit was not always enough; inconclusive = no clear call, values can overlap the other calls
Active calls of the source: *; ? = inconclusive; · = no result given; & = joins results of further samples. Rule as the data show it, unless noted: active = inhibition above about 30%; inconclusive = no clear call, values can overlap the other calls; inactive = below that.

SMILES	BoNT A protease	Mtb FBA inh	Anthrax LF prot	PfHsp40 rescue	BoNT F protease	FadD28 binding	BioA inh	GDH-TPI inh	UGM FP inh
C/C=C/c1cnc2c(c1)C(=O)N([C@@H](C)CO)C[C@H](C)[C@@H](CN(C)S(=O)(=O)c1ccc(C)cc1)O2	0.4	-3	-13	·	1	-4.3	1.6&0.1&0.2	-10	·
COc1ccc(C(=O)C[n+]2ccc3c(c2)nnn3-c2ccccc2)cc1	-2.4	0	4	1.1	0	0.2	-0.6	8	2.4
CC(C)(C)OC(=O)N1CCN(c2ccc(NC(=O)c3ccco3)cc2)CC1	-0.2	-3	-1	-0.5	2	-2.5	-0.8	1	·
C=CCc1cccc(/C=N/c2ncccc2O)c1O	-1.5	0	-3	-1.4	-11	3.2	·	8	2.5
CCCOc1ccc(C(=O)Nc2ccc3c(c2)OCO3)cc1	4.3	0	3	0.1	11	0.2	1.0	9	1.9
O=C(Nc1ccncc1)c1ccc(Cl)c([N+](=O)[O-])c1	0.4	-2	4	-2.8	-47	-3.5	9.1	-6	-1.5
Cc1cccc(NC(=O)CN2CCN(CC(=O)Nc3ccc(-c4ccccc4)cc3)CC2)c1C	-5.4	0	-6	-0.4	-12	-1.0	·	-7	2.2
Cc1cc(C2=CC(=O)C[C@H](c3ccc4c(c3)OCO4)C2)ccc1F	-0.6	1	3	7.9	-12	-3.3	1.3	2	-4.3
O=C(NCc1ccc2c(c1)OCO2)c1ccc2c(c1)C(=O)N(Cc1cccnc1)C2=O	-0.2	3	-8	-1.0	5	-2.0	0.4	-3	-1.0
CCOC(=O)c1c(-c2ccco2)csc1NC(=O)COC(=O)c1cnc(C)cn1	0.0	-3	0	0.1	15	-1.2	-0.7	-3	-0.5
CN(C)S(=O)(=O)c1cccc(NC(=O)COC(=O)COc2ccccc2[N+](=O)[O-])c1	-0.1	3	2	-0.7	-8	-1.7	·	4	-0.3
COc1cccc(N2C(=O)NC(=O)/C(=C\c3cn(C)c4ccccc34)C2=O)c1	0.0	-2	-3	-1.5	6	0.0	-2.8	8	2.2
CN1CCCC(CC2Oc3ccccc3Sc3ccccc32)C1 (stereo unspecified)	0.3	-2	-4	0.6	-5	-4.0	0.4	-3	-1.6
CC(=O)c1cccc(NC(=O)C(=O)Nc2cccc3ccccc23)c1	0.3	2	2	-1.1	2	-1.0	·	-2	3.1
Cc1ccc(N2CC(C(=O)NCc3ccco3)CC2=O)cc1Cl (stereo unspecified)	-2.4	-1	-8	16	-3	-1.5	-0.8	-2	-4.0
CCCn1c(=O)c(C(=O)NCc2ccc3c(c2)OCO3)c(O)c2ccccc21	3.0	1	-15	1.3	?	-1.8	0.4	2	1.8
Cc1ccc(S(=O)(=O)NCCC(=O)NC2CCCCCC2)cc1C	3.5	3	0	2.4	7	-1.5	-0.8	9	1.3
O=C1NC(=S)N(c2ccc(F)cc2)C(=O)/C1=C\c1ccoc1	0.2	-6	-6	0.8	-9	·	·	-7	·
CC(C)c1ccc(OCC(=O)NC2=NCCS2)cc1	-0.2	4	-3	-1.2	-2	-1.4	-1.1	1	0.0
Cc1cccc(N2C(=O)CC(Sc3nc(-c4ccccc4)c4cc(Cl)ccc4n3)C2=O)c1 (stereo unspecified)	2.4	4	1	-1.0	-5	-0.7	-0.6	3	-2.4
N#Cc1c(C(F)(F)F)cc(-c2ccc(Cl)cc2)nc1SCC(=O)O	-1.1	0	-3	-0.7	-5	-0.3	8.6	3	-0.6
Cc1cc2cc(CN(C(=O)C3CC3)C3CCCC3)c3nnnn3c2cc1C	-0.4	0	1	0.4	-10	-2.8	-1.2	-5	-5.0
N#CC1c2ccccc2-n2nncc2CN1S(=O)(=O)c1ccc(Cl)cc1 (stereo unspecified)	-0.9	6	-1	-0.2	-6	-2.2	-0.1	7	·
Nc1nc(=O)n(C2CC(O)C(CO)O2)cc1F (stereo unspecified)	-0.1	5	7	-1.0	-2	0.3	·	-1	·
Cc1nc2ccccn2c(=O)c1NC(=O)c1cccc2ccccc12	·	0	·	0.1	·	-1.3	-0.8	31*	0.3
Additional compounds:
SMILES	BoNT A protease	Mtb FBA inh	Anthrax LF prot	PfHsp40 rescue	BoNT F protease	FadD28 binding	BioA inh	GDH-TPI inh	UGM FP inh
COc1ccc(C(C)NC(=S)NC2CCCCC2)cc1OC (stereo unspecified)	-0.8	1	0	0.4	5	-0.7	-2.3	2	-5.3
COc1cc(Cl)c(C)cc1NC(=O)COC(=O)C(NS(=O)(=O)c1ccc(Cl)cc1)C(C)O (stereo unspecified)	0.8	-3	-2	0.9	3	-5.0	·	3	-0.7
Cc1sc2ncnc(NCC3CCCO3)c2c1C (stereo unspecified)	0.1	1	1	-0.1	4	-3.2	0.3	0	2.0
CCOc1ccc(NC(=O)CN(C)C(=O)Cc2c[nH]c3ccccc23)cc1OCC	3.9	0	3	-1.3	-5	-4.4	·	1	-0.3
COC(=O)c1c(NC(=O)CN2C(=O)C(=O)N(C(C)C)C2=O)sc(C)c1C	1.6	3	-2	1.6	-1	-2.2	0.1	0	0.5
Cc1cc(C)c(C)c(OCC(=O)NCC2CCCO2)c1 (stereo unspecified)	-0.5	0	-5	0.4	-1	0.1	2.9	5	-0.8
Cc1ccc(-n2c(=O)c3ccccc3n(CC(=O)NCc3ccco3)c2=O)cc1	-0.3	2	-10	0.6	-2	-2.5	1.2	-1	1.6
O=C(O)COCC(=O)NCc1csc2ccccc12	1.4	3	2	-0.9	-9	-0.7	·	12	-3.3
O=C(O)C(Cc1cnc[nH]1)NS(=O)(=O)c1ccc(Br)cc1 (stereo unspecified)	-3.4	-1	9	0.9	-9	0.5	-1.5	-1	1.8
COc1ccccc1NNC(=O)C(O)(c1ccccc1OC)c1ccccc1OC	0.2	5	0	0.9	4	1.1	·	6	0.4
O=C(NCCNC(=O)c1cccc(O)c1)c1cccc(O)c1	0.4	4	-9	-1.3	-12	-0.3	-1.0	1	-1.0
CCC(OC(=O)CN1C(=O)c2ccccc2C1=O)C(=O)NC1CCCC1 (stereo unspecified)	0.4	-1	3	1.0	1	-4.0	-0.3	-12	-3.3
CCc1nnc(NC(=O)CSc2nnc(-c3c[nH]c4ccccc34)n2C)s1	1.3	4	0	-0.6	4	0.2	0.3	5	-1.9
O=C(N/C(=C/c1ccc([N+](=O)[O-])cc1)C(=O)N1CCOCC1)c1ccco1	-0.8	0	0	-1.8	10	0.5	1.9	27	0.3
CCOc1cc(/C=C2\CCn3c2nc2cc(Cl)ccc2c3=O)ccc1O	-2.1	2	3	0.7	-3	-2.5	-1.3	10	-4.5
O=C(NCC1CC1)c1onc(CSc2nc3ccccc3[nH]2)c1C(=O)NCC1CC1	-0.2	0	4	-0.3	-12	-3.5	5.3	11	1.2
CC(=O)N1CCSc2ccc(S(=O)(=O)Nc3ccccc3C)cc21	0.6	0	1	-1.5	-2	0.2	-2.0	-4	-0.4
O=C(NCc1ccccc1Cl)c1ccc2c(=O)n(CCCN3CCCC3=O)c(=S)[nH]c2c1	2.1	-5	2	0.4	1	-1.3	-2.6	20	0.8
CC(C)N(Cc1nccn1C)C(=O)CC1C(=O)NCCN1Cc1ccccc1C(F)(F)F (stereo unspecified)	-0.9	5	11	0.3&-1.1	-1	-1.6	-0.5&-1.2	-12	-4.6
COc1ccc(C(=O)Nc2ccccc2C(=O)Nc2ccccc2)cc1	-0.4	0	-2	·	-6	-2.0	-1.4	4	·
O=S(=O)(c1ccc2[nH]ccc2c1)N1CCCCCC1	-0.4	0	0	-0.1	-2	-3.1	1.4	1	-0.1
COc1ccc2[nH]cc(CCN(C)C)c2c1	-0.6	5	0	1.8	-9	-1.6	1.0	7	-2.6
COc1ccccc1CC(=O)Nc1cc(S(=O)(=O)N2CCOCC2)ccc1N1CCOCC1	0.5	-1	-2	-0.6	-1	-2.8	1.5	0	-1.6
Cc1onc(-c2c(Cl)cccc2Cl)c1C(=O)NCCN1CCOCC1	0.5	-2	0	0.5	7	-5.5	0.8	0	-0.7
O=C(COC(=O)CCc1nc2ccccc2n1-c1ccccc1)Nc1ccc(N2CCCCC2)cc1	-1.4	-1	-1	0.0	-2	-2.1	-1.4	3	·

Fetched one by one from the entries so far:
SMILES	BoNT A protease	Mtb FBA inh	Anthrax LF prot	PfHsp40 rescue	BoNT F protease	FadD28 binding	BioA inh	GDH-TPI inh	UGM FP inh
COc1ccc2[nH]cc(CCN(C)C)c2c1	-0.6	5	0	1.8	-9	-1.6	1.0	7	-2.6
O=C(NCc1ccccc1Cl)c1ccc2c(=O)n(CCCN3CCCC3=O)c(=S)[nH]c2c1	2.1	-5	2	0.4	1	-1.3	-2.6	20	0.8
COC(=O)c1c(NC(=O)CN2C(=O)C(=O)N(C(C)C)C2=O)sc(C)c1C	1.6	3	-2	1.6	-1	-2.2	0.1	0	0.5
COc1ccccc1CC(=O)Nc1cc(S(=O)(=O)N2CCOCC2)ccc1N1CCOCC1	0.5	-1	-2	-0.6	-1	-2.8	1.5	0	-1.6
Cc1ccc(-n2c(=O)c3ccccc3n(CC(=O)NCc3ccco3)c2=O)cc1	-0.3	2	-10	0.6	-2	-2.5	1.2	-1	1.6

Further structures.
SMILES	BoNT A protease	Mtb FBA inh	Anthrax LF prot	PfHsp40 rescue	BoNT F protease	FadD28 binding	BioA inh	GDH-TPI inh	UGM FP inh
CCOC(=O)CN1C(=O)C(O)=C(C(C)=O)C1c1ccccc1 (stereo unspecified)	-0.7	2	0	0.3	3	-4.1	0.3	13	1.9
Cc1ccc(Cl)c2sc(N3CCN(C(=O)c4ccco4)CC3)nc12	3.5	5	-1	2.0	17	-2.4	-0.7	1	-0.9
Clc1cccc(OCc2nc(-c3ccncc3)no2)c1	4.4	0	-2	1.6	44*	-2.8	·	-5	2.7
CN1CCN(CCCNc2nc3ccccc3c3nc(-c4ccccc4)nn23)CC1	-1.2	4	-2	-3.0	-1	-2.0	·	-5	·
Fc1ccccc1CSc1nc2ccccc2[nH]1	0.1	4	-4	1.0	8	-0.7	2.8	14	0.7
CCCc1c(O)nc(SCCN(CC)CC)[nH]c1=O	-1.4	-13	5	0.3	-5	-2.2	·	-2	0.1
Cc1ccc(OCC(=O)NCc2n[nH]c(=O)c3ccccc23)cc1	0.2	-1	-1	0.1	-2	-3.4	1.5	3	-0.4
CC(=O)c1ccc(COC(=O)Cc2ccc([N+](=O)[O-])cc2)cc1	-2.8	1	-14	-0.1	-37	-0.9	1.3	1	3.6
Cc1cc(OCC(=O)Nc2c(C(C)C)cccc2C(C)C)no1	2.1	-1	-3	·	-7	-4.2	-0.1	-6	·
CCn1c(COc2ccc(=O)n(-c3ccccc3)n2)n[nH]c1=S	-0.4	-7	-2	-0.5	-4	0.3	·	2	-1.0
CC1CCN(S(=O)(=O)c2ccc3c(c2)CCN3C(=O)CCC(=O)O)CC1	6.0	3	-2	2.2	9	-0.5	-0.9	3	-0.5
COc1cnn(-c2cccc(C(F)(F)F)c2)c(=O)c1Cl	0.4	0	-8	·	-9	-1.9	0.0	0	2.9
O=C(c1ccco1)N1CCN(Cc2ccccc2F)CC1	1.1	-3	-5	-0.2	-21	-4.4	-2.6	5	0.4
CCOCc1nnc(NC(=O)CCS(=O)(=O)Cc2ccccc2)s1	0.9	-2	7	-0.9	0	-1.6	-0.1	8	-1.1
NC(=NCCc1ccccc1)NS(=O)(=O)c1ccccc1F	-1.3	-1	0	-0.3	-8	-1.3	2.2	7	-0.7
CS(=O)(=O)N1CC(C(=O)NN)Oc2ccc(Cl)cc21 (stereo unspecified)	-0.4	-2	4	0.2	15	-3.5	6.1	-6	-0.9
COc1ccc(C(=O)c2nc3c(n2O)CCCC3)cc1OC	-2.7	2	-1	-0.9	-21	-2.9	1.3	17	1.8
COCCc1ncc(CN2CCCC(C(=O)Nc3cccc(-c4cccc(C)c4)c3)C2)cn1 (stereo unspecified)	0.2	-3	-2	4.3	3	-1.8	1.5	0	-1.3
COCc1nnc(NC(=O)c2ccc(NC(C)=O)cc2)s1	-0.1	3	0	11	4	-0.9	-0.7	15	0.5
COc1cccc(N2CCN(CC(=O)NCc3ccccc3)CC2)c1	-2.0	-2	-9	3.7	12	-3.0	0.5	-13	-0.2
COC(=O)c1ccc(Cn2c(CN3CCOCC3)nc3ccccc3c2=O)o1	0.9	2	0	-0.8	-3	-3.6	4.5	-5	1.1
